Pyk2 oligo antag = antagonists of Pyk2 self-association, primary screen, Q293 cells, FERM NanoBiT luminescence, HTS; Protein-tyrosine kinase 2-beta (Homo sapiens), Q14289; active compounds read low; z-score (the deposit names both 25 µM and 10 µM); actives 0.83% (n = 99,000); AID 1347419, 2020;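 active means Z-score of -3 or lower, scaled per plate to the spread of control and sample wells; inactive means z-score above -3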;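 further: negative z-score means lost luminescence so less FERM oligomerization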
CYP2C19 inh = blockers of cytochrome P450 2C19 activity – biochemical, luminescence, ADME assay, primary screen. CYP2C19 Supersomes, luciferin-H EGE luminescence, 30 min. actives 21% (n = 96,000). AID 778, 2007. P33261. inhibition, % at 5 µM;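 active means CYP2C19 inhibition above a set limit at 5 µM in the primary screen, cut at about 50% in these data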;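 further: plate controls were negative control wells for no effect and 2.5 mM tranylcypromine positive control for full effect; values of inactives mirror those of a sister screen read the other way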
PLAP activator = PLAP enzyme activators, biochemical, luminescence, HTS; Alkaline phosphatase, placental type (Homo sapiens), P05187; purified PLAP enzyme, luminescent substrate read-out; active compounds read high; activation fold at 20 µM; actives 1.2% (n = 96,000); AID 696, 2007; in the data active means activation fold above about 2
Target sequence (P05187 whole entry, looked up): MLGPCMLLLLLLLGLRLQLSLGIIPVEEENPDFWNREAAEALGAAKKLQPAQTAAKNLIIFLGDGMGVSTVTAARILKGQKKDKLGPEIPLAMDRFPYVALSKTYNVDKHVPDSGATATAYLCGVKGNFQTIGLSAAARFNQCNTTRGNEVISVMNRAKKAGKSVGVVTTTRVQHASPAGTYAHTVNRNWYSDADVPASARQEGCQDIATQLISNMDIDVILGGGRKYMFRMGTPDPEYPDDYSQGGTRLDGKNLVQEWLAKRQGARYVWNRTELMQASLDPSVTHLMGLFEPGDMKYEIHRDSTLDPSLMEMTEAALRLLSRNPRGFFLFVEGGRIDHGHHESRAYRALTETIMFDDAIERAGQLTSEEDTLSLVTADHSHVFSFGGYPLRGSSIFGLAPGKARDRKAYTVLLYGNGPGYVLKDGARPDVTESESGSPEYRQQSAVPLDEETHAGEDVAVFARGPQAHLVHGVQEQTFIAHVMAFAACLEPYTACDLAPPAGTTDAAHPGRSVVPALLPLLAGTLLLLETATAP
CYP2C19 act = human CYP2C19 activators, primary screen, biochemical, luminescence; 96,000 tested, under 10 active; recombinant CYP2C19, luciferin-H EGE luminescence; active compounds read high; 0 = fully inhibited enzyme, 1 = untreated enzyme; activation factor at 5 µM; AID 1025, 2008;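 active means activation factor of at least 2 at 5 µM in the primary screen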;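 further: 0 = wells with 2.5 mM tranylcypromine and 1 = vehicle-only wells; values of inactives mirror those of a sister screen read the other way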
MT1-MMP txn act = MT1-MMP promoter reporter activation – cell-based, luciferase luminescence, primary screen. HT1080 MT1-MMP promoter luciferase reporter, overnight; active compounds read high. activation factor at 10 µM. actives 0.16% (n = 86,000). AID 750, 2007;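 active means activation factor of at least 2 for MT1-MMP transcription at 10 µM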
CYP2C9 inhib = blockers of cytochrome P450 2C9 activity – biochemical, luminescence, ADME assay, primary screen; P11712; CYP2C9 Supersomes, luciferin-H conversion; inhibition, % at 5 µM; actives 20% (n = 96,000); AID 777, 2007;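 active means blocking of liver enzyme CYP2C9 beyond about 50% at 5 µM, limit read from the data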; further: values of inactives mirror those of a sister screen read the other way
Target sequence (P11712 whole entry, looked up): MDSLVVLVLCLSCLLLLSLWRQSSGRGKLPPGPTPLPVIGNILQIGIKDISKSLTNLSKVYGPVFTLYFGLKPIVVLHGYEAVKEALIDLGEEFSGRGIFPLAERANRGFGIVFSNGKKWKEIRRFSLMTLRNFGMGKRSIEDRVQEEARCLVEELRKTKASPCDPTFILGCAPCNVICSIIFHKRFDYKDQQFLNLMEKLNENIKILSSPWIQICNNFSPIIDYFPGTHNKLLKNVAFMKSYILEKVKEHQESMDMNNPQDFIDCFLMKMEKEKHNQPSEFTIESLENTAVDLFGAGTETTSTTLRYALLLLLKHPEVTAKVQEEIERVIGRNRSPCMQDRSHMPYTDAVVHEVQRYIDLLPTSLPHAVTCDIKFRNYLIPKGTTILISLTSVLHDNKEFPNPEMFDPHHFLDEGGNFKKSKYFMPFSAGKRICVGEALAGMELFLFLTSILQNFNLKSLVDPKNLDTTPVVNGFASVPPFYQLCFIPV
Mac1 fbg inh = inhibitors of CD11b/CD18 adhesion to fibrinogen, primary screen, K562 cells, luminescence. AID 1497, 2009. actives 0.54% (n = 93,000). inhibition, % at 10 µM. Integrin beta-2 (Homo sapiens) + Integrin alpha-M (Homo sapiens), P05107+P11215. ATPlite luminescence; Mn2+ added to activate the integrin;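 active means primary inhibition of 50% or more at 10 µM, then 40% or more on retest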; further: some results filed as inactive read as strong as hits
CYP2C9 act = human CYP2C9 activators, primary screen, biochemical, luminescence; recombinant CYP2C9, luciferin-H conversion; active compounds read high; factor 1 = untreated enzyme, 0 = blocked; activation factor at 5 µM; actives 1.4% (n = 96,000);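 active means activation factor of 2 or more for CYP2C9 at a 5 µM dose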;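 further: 0 = sulfaphenazole-blocked wells and 1 = vehicle-only wells; values of inactives mirror those of a sister screen read the other way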
CD11b adhes enh = enhancers of CD11b/CD18 adhesion to fibrinogen, primary screen, K562 cells, luminescence. Integrin beta-2 (Homo sapiens) + Integrin alpha-M (Homo sapiens), P05107+P11215. ATPlite luminescence. activation, % at 10 µM. actives 0.07% (n = 93,000);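 active means 10 µM primary screen giving 50% or more activity, confirmed by 40% or more on retest at that dose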; further: strong numbers were not always called active; reference of the scale not given here
* hit, by the source's call; / = no result given.

The line under a structure holds: Pyk2 oligo antag, CYP2C19 inh, MT1-MMP txn act, CYP2C19 act, Mac1 fbg inh, CYP2C9 act, PLAP activator, CYP2C9 inhib, CD11b adhes enh
CCc1ccc(-c2cc(C(F)(F)F)n3nc(C(=O)Nc4c(C)nn(Cc5ccccc5Cl)c4C)cc3n2)s1
 : -0.44, -7, /, 1.1, 6, 0.8, 1.6, 17, 88
Cn1c(=O)n(C)c2cc(NS(C)(=O)=O)ccc21
 : 0.58, 4, 1.1, 1, -22, 0.9, 0.9, 10, 1
CC(C)(C)NS(=O)(=O)c1ccc(N2C(=O)c3ccccc3C2=O)cc1
 : -0.02, 19, 1.2, 0.8, -1, 0.8, 0.9, 22, 0
O=c1nc(NC2CCCC2)ccn1Cc1cccc(Br)c1
 : -0.73, 2, 1.1, 1, -2, 1.2, 0.9, -23, -2
CCOC(=O)C1C(C)N=C2SCC(=O)N2C1c1cccc(Br)c1 (centres undefined)
 : -1.7, 85*, 1.1, 0.1, 14, 0.2, 1.6, 85*, -3
COC(=O)c1ccc(NC(=O)CSc2nncn2C)cc1
 : -0.12, -3, 1.1, 1, 9, 0.9, 1, 10, 0
Cc1cc(C)n(C(=O)CCC2COc3ccccc3O2)n1 (centres undefined)
 : -0.02, 24, 0.9, 0.8, -1, 0.9, 1.1, 13, -1
CCn1c(COc2ccc(Cl)cc2)nnc1SCc1ccc(C#N)cc1
 : 1.9, 76*, 1.1, 0.2, -17, 0.2, 1.4, 76*, -1
CCCCN1CN=C(Nc2nc3ccccc3o2)NC1
 : 0, 33, 1.6, 0.7, 0, 0.8, 1.2, 17, -2
CCOC(=O)CC(NC(=O)c1ccco1)c1ccc(OC)cc1 (centres undefined)
 : -0.61, 20, 1.2, 0.8, -28, 0.9, 0.9, 12, -2

Additional compounds follow.
The line under a structure holds: Pyk2 oligo antag, CYP2C19 inh, MT1-MMP txn act, CYP2C19 act, Mac1 fbg inh, CYP2C9 act, PLAP activator, CYP2C9 inhib, CD11b adhes enh
Cc1ccc(-c2nnn(CC(=O)Nc3cccc4c3CCCC4)n2)o1
 : 2.6, 52*, 1.2, 0.5, -3, 0.9, 1, 13, 8
CCC(=O)OC1CSc2nc3ccccc3n2C1 (centres undefined)
 : 1.1, 40, 1, 0.6, -5, 0.8, 0.9, 17, 3
CCOC(=O)N1CCN(C(=O)C2CCN(S(=O)(=O)c3cc(Cl)ccc3Cl)CC2)CC1
 : 1.4, 51*, 1.3, 0.5, 7, 2.4*, 1.3, -143, -2
CCC(=O)c1ccccc1OCCSc1nc(C)cc(=O)[nH]1
 : 1.2, 72*, 1, 0.3, -11, 0.5, 1, 45, 1
Cc1ccc(/C=C/C(=O)c2c(C)nc3ccccn23)cc1
 : -0.71, 25, /, 0.8, -4, 0.6, 1, 37, -2
CN1CCN(c2nc3c(c(=O)[nH]c(=O)n3C)n2CCSc2ncccn2)CC1
 : /, -4, 1.3, 1, -4, 0.9, 1, 9, -2
O=C(Cn1cccc1)Nc1ccc(OC(F)(F)F)cc1
 : 0.12, 51*, 1.1, 0.5, -2, 0.8, 1, 18, -6
Cc1cc(/N=C/N(C)C)on1
 : 0.01, -7, 1, 1.1, -27, 1.1, 0.8, -5, 2
CCOC(=O)c1c(NC(=O)COC)sc2c1CCCC2
 : 0.25, 16, 1, 0.8, -44, 0.4, 1, 58*, -2
CCOc1ccc(C(=O)OCC(=O)c2c(N)n(C)c(=O)n(C)c2=O)cc1OCC
 : 0.5, 4, 1.2, 1, -3, 1.3, 1.2, -30, -2

Additional structures follow.
The line under a structure holds: Pyk2 oligo antag, CYP2C19 inh, MT1-MMP txn act, CYP2C19 act, Mac1 fbg inh, CYP2C9 act, PLAP activator, CYP2C9 inhib, CD11b adhes enh
Cc1ccnc(SCC(=O)Nc2c(C)n(C)n(-c3ccccc3)c2=O)n1
 : -0.17, -16, /, 1.2, 1, 1.2, 0.9, -21, -3
c1ccc(Cc2nnc3n2CCCCC3)cc1
 : -0.3, 2, 1, 1, -3, 1, 0.9, 2, -1
CCOc1ccc(N(C(C)C(=O)Nc2ccc(OC)cc2)S(C)(=O)=O)cc1 (centres undefined)
 : 0.68, 74*, 1.1, 0.3, -6, 0.3, 1.6, 72*, 10
Cc1ccc(OCC(=O)NN2C(=O)c3ccccc3C2=O)c(C)c1
 : 0.29, 36, /, 0.6, 0, 0.9, 0.9, 13, -4
Cc1sc(N/N=C/c2cccnc2)nc1-c1ccccc1
 : -0.28, 37, /, 0.6, -5, 0.8, 0.9, 22, -3
COCC(=O)Nc1nnc(C2CCCCC2)s1
 : 0.22, 21, 1.1, 0.8, -2, 0.8, 1, 20, -1
CCCS(=O)(=O)N1CCCC(C(=O)NCCCOCC)C1 (centres undefined)
 : 0.02, 2, 1.1, 1, /, 1, 1.1, -2, /
CC(C)CCC(CCN1CCOCC1)c1ccc2c(c1)OCO2 (centres undefined)
 : -0.56, 95*, 1.1, 0, -4, 0.5, 1.4, 51*, 1
COc1ccc2c(c1)Cc1sc(NC(=O)c3cccs3)nc1-2
 : -0.5, 70*, 1.7, 0.3, 16, 0.2, 1.2, 85*, -3
CCOC(=O)CSc1nc2ccc(C)cc2cc1C#N
 : 0.1, 20, 1.7, 0.8, -1, 0.8, 0.9, 25, 0

Next records.
The line under a structure holds: Pyk2 oligo antag, CYP2C19 inh, MT1-MMP txn act, CYP2C19 act, Mac1 fbg inh, CYP2C9 act, PLAP activator, CYP2C9 inhib, CD11b adhes enh
CN(C)CCNc1nc(-c2ccccc2)nnc1C(F)(F)F
 : -0.57, -8, /, 1.1, /, 1.1, 0.9, -6, /
N#Cc1cccc(NC(=O)CC2CCCCC2)c1
 : -0.36, 25, 1.2, 0.8, -1, 0.9, 0.8, 10, -3
C(=N\N1CCN(Cc2cccc3ccccc23)CC1)/c1ccco1
 : -0.32, 50*, 1.1, 0.5, -18, 1.3, 1.2, -26, 4
COc1ccc(-c2nc(CS(=O)CC(=O)NC3CCCc4ccccc43)c(C)o2)cc1OC (centres undefined)
 : /, 56*, 1, 0.4, -7, 0.1, 1.7, 88*, 4
Cc1oc(-c2cccs2)nc1CS(=O)CC(=O)NC1CCCCCC1 (centres undefined)
 : /, 8, 1.2, 0.9, -5, 0.9, 1.6, 14, 10
N/C(=N\O)c1ccc(NC(=O)c2cccs2)cc1
 : 0.01, 17, 1.5, 0.8, 7, 1, 0.8, -2, 1
CC(=O)Nc1ccc(Sc2ncccc2C(=O)Nc2ccc(F)cc2)cn1
 : -0.43, -4, /, 1, -15, 0.9, 0.9, 14, 20
Cc1ccccc1C(=O)Nc1c(C(=O)N2CCCC2)cnn1-c1ccccc1
 : 0.45, 39, 1, 0.6, -38, 0.9, 1.2, 11, 2
O=C(c1ccc(NS(=O)(=O)c2ccccc2)cc1)N1CCCC1
 : -0.36, 76*, 1.1, 0.2, 4, 0.1, 1.3, 93*, 0
O=C(CSc1nc2ccc(S(=O)(=O)N3CCOCC3)cc2[nH]1)N1CCOCC1
 : 0.12, 16, 1.1, 0.8, 78, 0.9, 1.1, 6, -5

(list continues)
The line under a structure holds: Pyk2 oligo antag, CYP2C19 inh, MT1-MMP txn act, CYP2C19 act, Mac1 fbg inh, CYP2C9 act, PLAP activator, CYP2C9 inhib, CD11b adhes enh
CC(=O)NCCOc1cccc2ccccc12
 : 0.03, 56*, 1.1, 0.4, -11, 1.8, 1.2, -84, 0
COc1ccc(-c2nc(C(N)=O)c3[nH]c(=O)n(-c4ccccc4OC)c3n2)c(OC)c1
 : /, 13, 1.3, 0.9, 4, 0.8, 2.4*, 19, -3
O=C1CC(c2cccc(Br)c2)c2cc3c(cc2N1)CCC3 (centres undefined)
 : -0.49, 29, /, 0.7, 24, 0.5, 1.1, 55*, -8
O=S(=O)(NC1CCCC1)c1cccc(-c2nnc(-c3ccccc3)o2)c1
 : -0.78, 34, 1, 0.7, -24, 0.1, 1.1, 87*, 3
CCCCC(=O)Nc1nn(CC(C)C)c2nc3ccccc3cc12
 : -1.6, 30, 1.2, 0.7, -3, 0.7, 1, 29, -7
Clc1nc2sccn2c1/C=N/n1cnc2ccccc21
 : -1, 25, 1.2, 0.7, -8, 0.8, 0.9, 21, -4
CC(=O)N1CCc2cc(S(=O)(=O)CCC(=O)N3CCc4ccccc4C3)ccc21
 : 0.28, 0, 1.1, 1, -23, 1.1, 1.5, -8, -1
CC(C(=O)N1c2ccccc2Sc2ccccc21)n1nnc(-c2cccs2)n1 (centres undefined)
 : -2, 51*, 1, 0.5, 15, 0.2, 1.2, 83*, 1
O=C1NC(=O)/C(=C\c2ccccc2Oc2ccc(F)c(F)c2)S1
 : 0.87, 13, /, 0.9, 85*, 0.2, 1, 85*, -8
CCn1c2ccccc2c2nnc(SCc3ccccc3)nc21
 : /, 27, 1.2, 0.7, 33, 0.7, 1.1, 25, 12

Some of these compounds in order of the CYP2C9 act value, largest number first:
The line under a structure holds: Pyk2 oligo antag, CYP2C19 inh, MT1-MMP txn act, CYP2C19 act, Mac1 fbg inh, CYP2C9 act, PLAP activator, CYP2C9 inhib, CD11b adhes enh
COc1ccc(-c2nc(C(N)=O)c3[nH]c(=O)n(-c4ccccc4OC)c3n2)c(OC)c1
 : /, 13, 1.3, 0.9, 4, 0.8, 2.4*, 19, -3
CCCCC(=O)Nc1nn(CC(C)C)c2nc3ccccc3cc12
 : -1.6, 30, 1.2, 0.7, -3, 0.7, 1, 29, -7
CC(C(=O)N1c2ccccc2Sc2ccccc21)n1nnc(-c2cccs2)n1 (centres undefined)
 : -2, 51*, 1, 0.5, 15, 0.2, 1.2, 83*, 1

Remaining list, next part:
The line under a structure holds: Pyk2 oligo antag, CYP2C19 inh, MT1-MMP txn act, CYP2C19 act, Mac1 fbg inh, CYP2C9 act, PLAP activator, CYP2C9 inhib, CD11b adhes enh
CC(Cc1cccs1)NC(=O)Nc1ccc(F)cc1 (centres undefined)
 : 0.29, 87*, 1.4, 0.1, -3, 0.5, 0.7, 47, -1
COc1ccc(CNC(=O)C(C)OC(=O)c2cccn2C)cc1 (centres undefined)
 : 1.2, 78*, 1.1, 0.2, -4, 0.6, 1.1, 36, 2
C[n+]1c2n(c3ccccc31)N=C(c1ccc(Cl)cc1)CS2
 : 0.38, -1, /, 1, -33, 1.1, 1.1, -10, -2
O=C(Nc1cccc(NC(=O)c2ccc(Br)o2)n1)c1ccc(Br)o1
 : 0.7, -5, /, 1, -3, 1, 1, 4, 72
COc1ccc(-n2c(C)nc3cc(C(=O)NCCN4CCOCC4)ccc32)cc1
 : -0.21, 16, 1.3, 0.8, -31, 0.7, 1.5, 27, -4
Cc1ccccc1Nc1nc(N)nc(COC(=O)c2cccn2C)n1
 : -0.99, 29, 1.4, 0.7, -8, 0.9, 0.8, 12, -2
CCOc1ccc(C2C(C#N)=C(N)Oc3cc(C)n(Cc4ccco4)c(=O)c32)cc1OC (centres undefined)
 : -0.6, 4, 1, 1, -24, 0.8, 1, 16, -2
CSc1nnc(-c2ccccc2Cl)o1
 : 0.98, -4, 1.1, 1, -34, 1.1, 0.9, -15, 0
CCOc1cc(N2CCOCC2)c(OCC)cc1NC(=O)c1nc2nccc(C)n2n1
 : /, 5, 1.1, 0.9, -3, 0.9, 1.2, 7, 0

Screening data (PubChem BioAssay)
